EPAC2 ag – agonists of human EPAC2 (RAPGEF4) | Q8WZA2 | EPAC2 activation, biochemical qHTS; response scale: 100% = 6.5 mM cAMP response | Potency, µM (doses to about 154 µM), for the others: at the top dose activation, actives largely listed as activators | 360,000 compounds, 0.079% hits; also: potency is read from the fitted curve at half-maximal effect; nearly all actives have a fitted effect of over 50% in size
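Fluorescence exchange assay: 100 nM EPAC2 with 250 nM RAP1B-BODIPY-GDP and 50 uM GDP; compounds tested as a concentration-titration series (qHTS). Loss of Rap1-bound BODIPY-GDP fluorescence read at 480/540 nm; data normalized to 6.5 mM cAMP.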
DRD3 agonist – D3 dopamine receptor (human) agonism; D3R DiscoveRx beta-arrestin cells, luminescence, 90 min; max activation, %; 410,000 compounds, 0.58% hits; in the data active = max activation above about 30%; also: 0% is about no effect; mostly tested at two doses, the higher about 12 µM
Target sequence (P35462 whole entry, looked up): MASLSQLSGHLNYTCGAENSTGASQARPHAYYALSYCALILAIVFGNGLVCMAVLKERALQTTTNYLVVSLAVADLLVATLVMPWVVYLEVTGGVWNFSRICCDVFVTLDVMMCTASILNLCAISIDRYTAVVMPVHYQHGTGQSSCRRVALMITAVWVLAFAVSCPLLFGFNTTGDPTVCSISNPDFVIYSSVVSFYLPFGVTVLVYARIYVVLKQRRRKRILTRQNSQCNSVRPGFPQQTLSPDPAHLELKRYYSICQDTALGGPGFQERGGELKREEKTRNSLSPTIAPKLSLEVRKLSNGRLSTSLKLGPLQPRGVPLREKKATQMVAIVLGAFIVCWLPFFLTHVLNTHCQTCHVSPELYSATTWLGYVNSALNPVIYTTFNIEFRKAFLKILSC
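Agonist-mode cell screen: cells plated at 1500/well and incubated overnight at 37 °C, then exposed to library compounds for 90 min at 37 °C. Detection reagent was added for 30–60 min at room temperature, and luminescence was read.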
TDP43 rescue – inhibitors of TDP-43 toxicity in yeast | TDP-43 expressing yeast growth rescue, BacTiter-Glo, 24 h | Potency, µM (doses to about 46.1 µM), for inactives: at the top dose growth rescue (activation), usual class: activators | AID 652104 | 410,000 compounds, 1.8% hits; also: potency is read from the fitted curve at half-maximal effect; % of control where 0% means no effect; nearly all actives have a fitted effect of over 50% in size
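In this qHTS, compounds that restore growth of yeast expressing TDP-43 appear as activators. Cells (OD600=0.02, galactose medium, raffinose-pregrown) are incubated with compound 24 hr at 30 deg C and growth is quantified by BacTiter-Glo.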
FUS suppressor – FUS proteinopathy suppression in yeast. 390,000 compounds, 0.24% hits. AID 1347120. S. cerevisiae FUS-expressing, growth rescue, OD600, 24 h. Potency, µM (series often up to 76.6 µM), for inactives: top-dose growth rescue (activation), actives largely listed as activators;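 also: potency is read from the fitted curve at half-maximal effect; plate controls were DMSO vehicle for no effect and reference control for full effect; nearly all actives have a fitted effect of over 55% in size; some results filed as inactive show a strong effect at the top dose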
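Yeast expressing FUS under galactose induction, OD 0.005 in 2% galactose medium; compounds in a dilution series, 24 h at 30C. Growth rescue by absorbance at 600 nm; CP55940 positive control, DMSO negative.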
D3 antag – D3 dopamine receptor (human) antagonism | P35462 | D3R cells, DiscoveRx beta-arrestin luminescence, antagonist mode; active compounds read low | max response, negative = inhibition, % | 360,000 compounds, 2.5% hits; in the data active = max response below about -50%; inconclusive = no clear call, values can overlap the other calls; also: % is scaled to controls: 0 for no effect and ±100 for the full control effect; mostly tested at two doses, the higher about 12 µM
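Cells expressing the human receptor were seeded at 1500 cells/well, incubated overnight at 37 degrees C in 5% CO2, then exposed to library compounds with dopamine controls for 90 minutes at 37 degrees C before luminescent detection.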
Abeta yeast res – compounds reversing amyloid beta toxicity in yeast; Potency, µM (doses to about 46.1 µM), for inactives: top-dose growth rescue, actives largely listed as activators; yeast expressing A-beta42, growth rescue, OD600, 48 h; response scale: 0% DMSO, 100% iron-clioquinol control; AID 1347071; 410,000 compounds, 0.063% hits; also: potency is read from the fitted curve at half-maximal effect; nearly all actives have a fitted effect of over 55% in size
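Growth rescue measured by 600 nm absorbance after 48 h yeast culture at 30 C with compound. Values normalized between DMSO and an equimolar ferric chloride plus clioquinol control.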
aSyn rescue – inhibitors of alpha-synuclein toxicity in yeast; Yeast expressing alpha-synuclein, growth rescue, BacTiter-Glo, 24 h; Potency, µM (titrated, usually from 46.1 µM), for the others: at the highest dose growth rescue (activation), hits mostly activators; 370,000 compounds, 0.14% hits; also: potency is read from the fitted curve at half-maximal effect; % of control where 0% means no effect; nearly all actives have a fitted effect of over 65% in size
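Screening used galactose-induced yeast with toxic alpha-synuclein levels, exposed to compound for 24 hr at 30 deg C. Cell growth, read with BacTiter-Glo luminescence, gave the measured signal.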
EPAC2 antag – antagonists of human EPAC2 | 360,000 compounds, 0.18% hits | EPAC2 GEF exchange of Rap1B-BODIPY-GDP, fluorescence | Potency, µM (doses to about 114 µM), for inactives: at the highest dose activity, negative = inhibition, actives largely listed as inhibitors | Q8WZA2; also: potency is read from the fitted curve at half-maximal effect; % is scaled to controls: 0 for no effect and ±100 for the full control effect; nearly all actives have a fitted effect of over 45% in size; many of its hits are not listed in these tables
* marks the source's active call; other numbers are inactive results; u = inconclusive; x = no result given; [ ] = remark or other dose. Unless noted, calls follow the shape of the dose curve; as a rule, active = well fitted curve in the direction sought with a large enough effect; inconclusive = small, poorly fitted or top-dose-only effect, or another doubt; inactive = no such curve, though single readings can be large; an effect the other way counts as inactive or inconclusive. Some of the compounds tested, so the mix of outcomes need not match the whole.

Value order: EPAC2 ag, DRD3 agonist, TDP43 rescue, FUS suppressor, D3 antag, Abeta yeast res, aSyn rescue, EPAC2 antag
- CCC(NC(=O)c1ccccc1NC(=O)c1ccccc1)C(=O)OC (stereo not given)
 : -10%, 1, -24%, -20%, -6, -73%[inhibitor], -44%[inhibitor], 15%[57.1 µM]
- O=C(CN1CCN(CCO)CC1)Nc1ccccc1
 : -7%, 1, -2%, 3%, u, 5%, -1%, 6%
- CCn1c2ccccc2c2cc(NC(=O)N3CCCCC3)ccc21
 : 2%, -8, u, 3%, -27, -21%, -7%, -5%
- CCOc1cc(/C=N/NC(=O)CN2CCCCC2)ccc1O
 : -5%, -4, 19%, 12%, u, 10%, -2%, 7%
- O=C(NCCCN1CCOCC1)c1ccc(S(=O)(=O)N2CCOCC2)cc1
 : 5%, 1, 1%, 6%, 12, 12%, 0%, 5%
- CCCCC[C@@H]1C=C(C(=O)O)[C@H](c2ccc(Br)cc2)N1S(=O)(=O)c1ccc(C)cc1
 : -4%, 4, u, 42%, 12, 6%, -59%[inhibitor], u
- COc1ccc(N=C2SCC(=O)N2c2ccc(OC)cc2)cc1
 : 9%, -3, -13%, -2%, -15, 3%, 2%, 1%
- CN(Cc1cn(-c2ccccc2)nc1-c1cc2ccccc2o1)C(=O)CCC(=O)O
 : -7%, 46*, -23%, 21%, 2, -15%, 10%, -5%
- O=C(Nc1nccs1)c1ccc(Br)s1
 : -1%, 0, 13%, 30%, -4, 20%, -5%, -16%
- CCC1CCCCN1S(=O)(=O)c1ccc(C(=O)Nc2sc3c(c2C(=O)NC)CCC3)cc1 (stereo not given)
 : x, -8, 8%, 27%, x, -7%, 0%, x
- CC1=CC(C)(C)N(S(=O)(=O)c2ccc(C)cc2)c2cc(C)ccc21
 : 4%, -21, -4%, 3%, -25, 0%, 10%, 0%
- CCNC(=O)C1CCCN(C(=O)c2cccc(C#N)c2)CC1 (stereo not given)
 : 2%, 7, 8%, -26%, -3, -8%, 0%, 18%
- COc1ccc(/C=C/C(=O)OCc2cccc([N+](=O)[O-])c2)cc1
 : 4%, 3, 0%, 4%, 16, 2%, 2%, 2%
- CC(=O)Nc1nonc1NC(=O)CSc1ncn[nH]1
 : 0%, 2, 14%, 1%, -2, -4%, -9%, -1%
- Cc1ccc(C)c(NC(=O)Cn2nc(-c3ccccc3)nc2-c2ccccc2)c1
 : -5%, 1, 9%, 21%, -12, 9%, 5%, 9%
- O=C(CCCn1c(SCc2ccccc2F)nc2ccccc2c1=O)NCC1CCCO1 (stereo not given)
 : -1%, 7, 8%, -17%, -5, 11%, -8%, -1%
- CCCC(C)C(=O)Nc1ccncc1 (stereo not given)
 : -3%, 3, 0%, -33%, 8, 2%, -3%, -5%
- CCCOc1ccc(C(C)=O)cc1Cc1c(O)nc(SC)[nH]c1=O
 : -3%, -7, -17%[1.82 µM], 9%, -3, 2%, -2%, 16%
- Cc1ccccc1NC1C=CS(=O)(=O)C1 (stereo not given)
 : 4%, 4, 10%, -1%, 32, 13%, u, 11%
- CSCCC(NC(=O)c1ccco1)C(=O)N1CC=C(c2ccccc2)CC1 (stereo not given)
 : 15%, -11, 19%, x, -25, -11%, 13%, -1%

Structures from the list above containing a COOH group:
Value order: EPAC2 ag, DRD3 agonist, TDP43 rescue, FUS suppressor, D3 antag, Abeta yeast res, aSyn rescue, EPAC2 antag
- CCCCC[C@@H]1C=C(C(=O)O)[C@H](c2ccc(Br)cc2)N1S(=O)(=O)c1ccc(C)cc1
 : -4%, 4, u, 42%, 12, 6%, -59%[inhibitor], u
- CN(Cc1cn(-c2ccccc2)nc1-c1cc2ccccc2o1)C(=O)CCC(=O)O
 : -7%, 46*, -23%, 21%, 2, -15%, 10%, -5%

Shown with each value named: part of the list above.
> CCC1CCCCN1S(=O)(=O)c1ccc(C(=O)Nc2sc3c(c2C(=O)NC)CCC3)cc1 (stereo not given)
  EPAC2 ag: x | DRD3 agonist: -8 | TDP43 rescue: 8% | FUS suppressor: 27% | D3 antag: x | Abeta yeast res: -7% | aSyn rescue: 0% | EPAC2 antag: x

> CC1=CC(C)(C)N(S(=O)(=O)c2ccc(C)cc2)c2cc(C)ccc21
  EPAC2 ag: 4% | DRD3 agonist: -21 | TDP43 rescue: -4% | FUS suppressor: 3% | D3 antag: -25 | Abeta yeast res: 0% | aSyn rescue: 10% | EPAC2 antag: 0%

> CCNC(=O)C1CCCN(C(=O)c2cccc(C#N)c2)CC1 (stereo not given)
  EPAC2 ag: 2% | DRD3 agonist: 7 | TDP43 rescue: 8% | FUS suppressor: -26% | D3 antag: -3 | Abeta yeast res: -8% | aSyn rescue: 0% | EPAC2 antag: 18%

> COc1ccc(/C=C/C(=O)OCc2cccc([N+](=O)[O-])c2)cc1
  EPAC2 ag: 4% | DRD3 agonist: 3 | TDP43 rescue: 0% | FUS suppressor: 4% | D3 antag: 16 | Abeta yeast res: 2% | aSyn rescue: 2% | EPAC2 antag: 2%

Next records follow:
Value order: EPAC2 ag, DRD3 agonist, TDP43 rescue, FUS suppressor, D3 antag, Abeta yeast res, aSyn rescue, EPAC2 antag
- C#Cc1ccc([C@H]2C=C(C(=O)N3CCN(Cc4ccc5c(c4)OCO5)CC3)O[C@@H](OCC)[C@@H]2CCCO)cc1
 : 5%, -1, 20%, 17%, 2, 1%, 1%, -23%
- CC1Cc2cccc3c(O)c(C(=O)c4nn[nH]n4)c(=O)n1c23 (stereo not given)
 : 4%, -10, -1%, 15%, 22, -4%, -2%, 2%
- CC(=O)c1ccc(NC(=O)CN2C(=O)CCc3ccccc32)cc1
 : x, 0, u, -21%, x, 2%, x, x
- Cc1cccc(NC(=O)CSc2nnc(CCCCCNC(=O)OC(C)(C)C)o2)c1C
 : -4%, -4, 12%, 44%, 4, 8%, 7%, 4%
- CC(Oc1ccccc1F)C(=O)NCCN1CCCCC1 (stereo not given)
 : 15%, -24, 13%, -2%, u, 11%, -2%, 11%
- O=C(O)c1cccc(NS(=O)(=O)/C=C/c2ccccc2)c1
 : 6%, -1, -1%, 24%, 0, 8%, -4%, 6%
- O=C(Cc1ccc(Cl)cc1)Nc1ccccc1N1CCOCC1
 : 6%, -8, 2%, 3%, -9, 4%, -4%, -1%
- CC(=O)Nc1ccc(C(=O)N2CCCCC2c2cc(C(=O)NCc3ccc(F)cc3)no2)cc1 (stereo not given)
 : 6%, 4, 12%, 14%, 25, -4%, -1%, -9%
- O=C(CCC1CCCC1)NCCS(=O)(=O)N1CCN(c2ccccc2F)CC1
 : -2%, -3, -8%, 13%, -22, 2%, 3%, -18%
- CC(C)c1ccc(C(=O)N2CCCC(c3cc(C(=O)NCc4ccccc4)no3)C2)cc1 (stereo not given)
 : 10%, 1, 5%, 9%, 9, -7%, -6%, -9%
- COc1ccc(OC)c(C2=Nn3c(nnc3-c3cc(OC)c(OC)c(OC)c3)SC2)c1
 : 6%, 10, 24%, u, 33, -6%, -10%, -8%
- O=C(NCCC(c1ccccc1)c1ccco1)c1cccs1 (stereo not given)
 : 16%, -13, u, 11%, 5, -80%[inhibitor], 3%, -25%
- CCC(=O)N(Cc1cc(=O)[nH]c2ccccc12)c1ccc(OC)cc1
 : 4%, 6, -12%, -15%, 10, -23%, -10%, 3%
- Cc1nc2ccccc2c(=O)n1NC(=O)c1ccccc1
 : 6%, 9, 17%, 0%, 19, 29%, -1%, 3%
- CCSc1nc2ccc(C)cc2cc1C#N
 : 2%, -1, 15%, -5%, 3, 10%, 10%, 7%
- Cc1ccc(N(C(=O)Cn2nnc(-c3ccc(C)o3)n2)C(C(=O)NC2CCCC2)c2ccncc2)cc1 (stereo not given)
 : -14%, -5, 5%, -7%, 14, 1%, -1%, -3%
- O=C(Cc1ccc(S(=O)(=O)N2CCOCC2)s1)Nc1cc(Cl)ccc1Cl
 : 5%, 5, 14%, 1%, -4, 11%, 4%, -12%
- CCCn1c(SCC(O)c2cccc(OC)c2)nc2ccccc21 (stereo not given)
 : x, 18, u, 13%, x, 7%, x, x
- CC(C)(C)c1ccc(C(=O)C=[N+]=[N-])cc1
 : -4%, 5, 5%, -2%, -2, -3%, -12%, 4%
- Cc1ccc(NC(=O)c2cccc3c(=O)c4c([nH]c23)CCCC4)c(C)c1
 : x, 3, 0%[9.22 µM], -19%, x, -6%, x, x
- O=C(CN1CCN(Cc2ccccc2Cl)C1=O)NCCc1ccc(Cl)cc1
 : x, -2, u, u, x, 10%, x, x
- CCN(CC)c1cc2nc(C)n(Cc3ccccc3)c(=O)c2cc1NC(=O)C1CC1
 : 11%, 5, 22%, u, 13, 3%, 6%, 6%
- CNC(=O)C(=O)NCCCN1CCOCC1
 : 8%, 2, 9%, -9%, 10, -9%, 7%, 7%
- Cc1c(C(=O)O)sc2nc(C)n(C)c(=O)c12
 : 3%, -27, -27%, u, -24, -15%, 2%, 21%
- COc1ccc(C)cc1NC(=O)CN1CCN(C/C=C/c2ccccc2)CC1
 : 9%, -1, 13%, 16%, -70*, 9%, -1%, -18%
- CC(=O)N1CCN(S(=O)(=O)c2cccc(C(=O)N(C)Cc3ccc(C)o3)c2)CC1
 : 4%, 1, -12%, 4%, -1, -1%, -9%, -4%
- CCOc1cc(CNC(=O)C2COc3ccccc3C2)cc(OCC)c1OCC (stereo not given)
 : x, -4, 11%, 8%, x, 10%, x, x
- COC(=O)c1oc2c(c1C)C(=O)CCC2
 : -1%, 17, -1%, -7%, 6, -8%, -6%, 7%
- COc1ccc(C(C(=O)NCC2CCCO2)N(Cc2ccccc2)C(=O)c2snc(C(N)=O)c2N)cc1OC (stereo not given)
 : -11%, 7, -2%, 21%, 28, 11%, 1%, -8%
- O=C(CC1SC(=Nc2ccc(OC(F)F)cc2)N(CCC2=CCCCC2)C1=O)Nc1ccccc1F (stereo not given)
 : 15%, -2, 8%, -7%, -10, 11%, 2%, -5%
